Screening results deposited in PubChem BioAssay by National Center for Advancing Translational Sciences (NCATS).
p53ts 32C tox: kills p53ts cells at the permissive temperature | H1299-p53A138V at 32C, ATP luminescence viability, 24 h | Potency, µM (doses to about 46.1 µM), without a hit: top-dose activity change, negative = cytotoxicity, most hits filed as cytotoxic | hit rate 0.93% among 130,000;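 note: 0% = DMSO and -100% = full killing by reference compound; nearly all actives have a fitted effect of over 55% in size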
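Viability by ATPlite luminescence after 24 h compound treatment (up to 46 uM) at the permissive 32C. Cells are H1299 carrying p53 A138V. Scale runs from DMSO basal to 100 uM tamoxifen as full kill; AC50 from Hill fits.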
p53ts 39C kill: p53ts cell cytotoxicity, nonpermissive temperature; H1299-p53A138V viability at 39C, ATP luminescence, 24 h; hit rate 1.5% among 130,000; AID 902; Potency, µM (titrated, usually from 46.1 µM), for inactives: at the top dose activity change, negative = cell killing, hits mostly cytotoxic; note: nearly all actives have a fitted effect of over 55% in size
IkB sig inh: IkB pathway inhibition in ABC-DLBCL cells; ABC-DLBCL IkBa-CBG/CBR dual luciferase ratio, 4 h; response scale: scaled: untreated 0%, proteasome inhibitor 100%; Potency, µM (titrated, usually from 57.1 µM), for the others: at the highest dose IkBa stabilization activation; hit rate 0.04% among 110,000; AID 445; active = well fitted curve in the direction sought with a large enough effect in the signal ratio, not every such curve was filed as active; inconclusive = small, poorly fitted or top-dose-only effect, or a change in a side signal; the % refers to the signal ratio;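 note: the direction sought is a rising ratio; 0% = basal untreated cells and 100% = reference inhibitor full response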
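Curves were fitted separately to fusion (green), unfused (red) and ratio luminescence, then classed by r2, magnitude and activity. Cells: OCI-Ly3, 4 h compound plus doxycycline at 37C; 10 uM MG-132 defined full response.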
Imprint erasure: inducers of genomic imprint erasure in mouse ES cells; mouse ES Peg3-LacZ reporter, beta-gal luminescence, 40 h; Potency, µM (doses to about 60.7 µM), for the others: at the top dose activity change, positive = activation, usual class: activators; hit rate 0.02% among 110,000; AID 1948;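 note: 0% = negative control wells on the plate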
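Readout: BetaGlo luminescence (5 min, room temp) for LacZ from the normally silent maternal Peg3 allele in female Peg3LacZ-Neo ES cells. Cells 300/well, 40 h, 37C, 5% CO2. Data normalized per plate to negative controls.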
The depositor's hits bear a star; ? = inconclusive; . = not tested or not shown; [ ] = remark or other dose. Unless noted, calls come from the whole dose curve; as a rule, active = well fitted curve in the direction sought with a large enough effect; inconclusive = small, poorly fitted or top-dose-only effect, or another doubt; inactive = no such curve, though single readings can be large; an effect the other way counts as inactive or inconclusive. Unless noted, % is set by controls: 0 for no effect and ±100 for the full control effect; potency is the fitted concentration of half-maximal effect. No enrichment for hits. About 1.7% of those tested had a hit in this group.

Sequence of screens: IkB sig inh	p53ts 32C tox	p53ts 39C kill	Imprint erasure
Nc1nc2c(nc(Br)n2C2OC(CO)C(O)C2O)c(=O)[nH]1 (stereo unspecified)
 : .	1%	-1%	5%
CCc1noc(-c2ccc(N3CCC(C)CC3)c([N+](=O)[O-])c2)n1
 : -1.7%	-4%	-8%	-13%[10.9 µM]
CCc1nc(-c2cc(S(=O)(=O)N3CCN(c4ccc(OC)cc4)CC3)ccc2OC)no1
 : 9.6%	-6%	-4%	-13%[10.9 µM]
Cc1ccccc1Cn1c(=O)n(CCCCC(=O)NCc2ccc3c(c2)OCO3)c(=O)c2ccccc21
 : -2.7%	-12%	-18%	-10%[10.9 µM]
O=C(CSc1nc2ccccc2o1)NCc1ccc2c(c1)OCO2
 : ?	-20%	?	-20%
CCCCN(C)C(=O)CCC(=O)NNc1nc2ccccc2c2nc(C)nn12
 : -0.3%	6%	-5%	-6%[10.9 µM]
COc1ccc(OCc2nc3ccccc3n2Cc2ccccc2Cl)cc1
 : ?	-6%	-27%	-10%[10.9 µM]
COCc1c(Br)c(C)[nH]c(=O)c1C#N
 : .	-9%	-3%	.
CCCOc1ccc(C(=O)Nc2cc3c(cc2N2CCOCC2)n(C)c(=O)n3C)cc1
 : 7.2%	6%	22%	13%[10.9 µM]
O=C(CSc1nnc(Cc2cccs2)n1-c1ccccc1)NC1CCCCC1
 : ?	?	?	-34%[inhibitor]
CCCN1CCN(CCCNC(=O)Cn2nc(-c3ccc(Cl)cc3)ccc2=O)CC1
 : 7.3%	0%	7%	0%
O=S(=O)(c1ccc(Cl)cc1)N1CCN(c2ccc(N3CCOCC3)nn2)CC1
 : 0.9%	-1%	5%	5%
O=C(CSc1nc(O)cc(=O)[nH]1)C1CC1
 : 2.0%	17%	7%	-4%
CN1CCc2c(sc3c2C(=O)NC(/C=C/c2ccco2)N3)C1 (stereo unspecified)
 : -2.4%	0%	14%	9%
CN(c1ccc(Cl)cc1)c1cc(=O)n(C)c2ccccc12
 : ?	-13%	-14%	-15%
CCc1ccc(N(CC)C(=O)c2sc3nc4n(c(=O)c3c2C)CCCC4)cc1
 : 0.6%	3%	-21%	-14%[10.9 µM]
CCOC(=O)c1cc(-c2ccc3c(c2)OCO3)nc2onc(C)c12
 : 0.1%	12%	-15%	-14%
CCc1ccc(NC(=O)Cn2c(=O)n(-c3ccccc3C)c(=O)c3c2c2cc(OC)ccc2n3C)cc1
 : -1.4%	?	-14%	10%[10.9 µM]
O=C(Nc1ccccc1C(=O)NC1CCCC1)NC1CCCC1
 : -0.6%	9%	4%	3%
O=C(c1cc(-c2ccccc2)nc2ccccc12)N1CCOCC1
 : -0.8%	-15%	-16%	-11%
CCOC(=O)c1cnc2c(ccc3ccccc32)c1Nc1cccc(C(F)(F)F)c1
 : 2.1%	-1%	-2%	-14%[10.9 µM]
CC(C)OCc1cc(CN2CCN(c3cccc(C(F)(F)F)c3)CC2)c(O)c2ncccc12
 : 11%	-18%	16µM*	-30%[inhibitor][10.9 µM]
O=C(CCNC(=O)c1ccc(Br)o1)NCc1ccccn1
 : -0.1%	-1%	-1%	?
Cc1ccc2nc(SCC(=O)O)nc(C)c2c1
 : -4.5%	-3%	1%	-6%
CC1(C)CC(=O)N(CC(=O)O)c2ccccc2S1(=O)=O
 : 0.6%	-2%	0%	-2%
COC(=O)Nc1nn(Cc2ccccc2F)cc1Br
 : -2.2%	-2%	9%	0%
NC(=O)c1oc2ccccc2c1NC(=O)CN1CCCCC1
 : -2.7%	-2%	-6%	-14%
O=C(c1ccncc1)N(Cc1ccccc1)Cc1nc2ccccc2c(=O)[nH]1
 : -0.5%	2%	4%	-10%
O=C(NCCc1ccc(Cl)cc1)C1CCN(Cc2cc3ccccc3n2Cc2ccccc2)CC1
 : 1.3%	21%	-6%	-16%[10.9 µM]
Cc1cccn2c(=O)c3cc(C(=O)N4COCC4(C)C)n(C)c3nc12
 : 0.7%	1%	-3%	-8%

Given in CSV form: 5 of the compounds above
compound,IkB sig inh,p53ts 32C tox,p53ts 39C kill,Imprint erasure
COC(=O)Nc1nn(Cc2ccccc2F)cc1Br,-2.2%,-2%,9%,0%
NC(=O)c1oc2ccccc2c1NC(=O)CN1CCCCC1,-2.7%,-2%,-6%,-14%
O=C(c1ccncc1)N(Cc1ccccc1)Cc1nc2ccccc2c(=O)[nH]1,-0.5%,2%,4%,-10%
O=C(NCCc1ccc(Cl)cc1)C1CCN(Cc2cc3ccccc3n2Cc2ccccc2)CC1,1.3%,21%,-6%,-16%[10.9 µM]
Cc1cccn2c(=O)c3cc(C(=O)N4COCC4(C)C)n(C)c3nc12,0.7%,1%,-3%,-8%

Other entries.
Sequence of screens: IkB sig inh	p53ts 32C tox	p53ts 39C kill	Imprint erasure
COc1ccccc1-c1nc(CNC(=O)Nc2ccccc2)c(C)o1
 : -1.1%	-1%	-12%	-7%[10.9 µM]
COC(=O)CC1SC(=O)NC1=Nc1ccccc1 (stereo unspecified)
 : 1.2%	14%	3%	-9%
Cc1c(NC(=O)NCCN2C(=O)C3C4C=CC(C4)C3C2=O)c(=O)n(-c2ccccc2)n1C (stereo unspecified)
 : -0.6%	2%	-1%	-2%
O=C(OCN1C(=O)c2ccccc2C1=O)c1ccco1
 : -0.7%	-5%	-2%	-2%
O=C(CCCNS(=O)(=O)c1cccs1)N1CCN(c2cccc(Cl)c2)CC1
 : ?	-25%	-1%	-22%
C[N+]1(C)CC(O)[C@H](C(=O)[O-])C1 (stereo partly specified)
 : .	-3%	5%	-13%
NC(=O)Cn1c(=O)oc2ccccc21
 : 1.5%	-16%	-4%	-3%
CC(=O)c1ccc(N2C(=O)N(Cc3cccc(C(F)(F)F)c3)c3ccccc3S2(=O)=O)cc1
 : 1.5%	20%	-17%	-7%[10.9 µM]
Cc1cc(C)n(-c2nc3ccccc3nc2Nc2ccc(Cl)cc2Cl)n1
 : 1.9%	7%	0%	14%[10.9 µM]
CCCC(=O)N(c1ccc2oc(=O)sc2c1)S(=O)(=O)c1cccs1
 : 1.1%	6%	-6%	-47%[inhibitor]
COc1cccc(Cn2nnc(C(=O)Nc3cc(C)ccc3C)c2N)c1
 : ?	4%	-26%	-2%[10.9 µM]
Cn1c(C(=O)NCc2cccnc2)cc2sc(Cl)cc21
 : .	-1%	-3%	.
COc1ccccc1-c1c(C)nn2c(N3CCC4(CC3)OCCO4)cc(C)nc12
 : -1.0%	-25%	2%	30%
COc1ccc2c(CNCCc3cccs3)c(C(=O)O)n(Cc3ccccc3C)c2c1
 : -3.8%	1%	2%	-6%[10.9 µM]
Cc1coc2cc3oc(=O)c(CC(=O)NCc4ccc(F)cc4)c(C)c3cc12
 : 0.2%	15%	?	-4%[10.9 µM]
Cc1cc(=O)oc(C)c1C(=O)NCCCN1CCN(c2ccccc2F)CC1
 : 1.1%	7%	5%	-17%
Oc1ccccc1NCC(O)Cn1ccc2ccccc21 (stereo unspecified)
 : ?	?	?	-11%
COc1ccc(NC2CC(=O)N(c3ccccc3)C2=O)cc1 (stereo unspecified)
 : -1.8%	-26%	-4%	?
COc1cc2c(C(=O)N3CCN(Cc4ccc5c(c4)OCO5)CC3)cn(C)c(=O)c2cc1OC
 : -2.1%	-17%	-19%	-3%
Cc1cccc(NC(=O)CSc2cn(CC(=O)N3CCCC3)c3ccccc23)c1C
 : 2.4%	5%	-23%	-16%[10.9 µM]
CCn1c2ccccc2c2nnc(SCCCn3c(=O)[nH]c4ccccc43)nc21
 : ?	?	-1%	9%
O=C(CCc1n[nH]c(=O)[nH]c1=O)N1CCCCC1
 : 0.0%	6%	13%	-11%
COc1ccc(CNC(=O)c2cnc3scc(C)n3c2=O)cc1
 : 1.1%	0%	2%	-14%
Cc1cc(NC(=O)CSc2nc(-c3ccc(F)cc3)cs2)no1
 : -1.6%	12%	7%	-79%[inhibitor]
CCc1nc(-c2cc(S(=O)(=O)N3CCN(c4ccccc4OC)CC3)ccc2OC)no1
 : -0.8%	-1%	0%	-9%[10.9 µM]
O=C(CN1C(=O)c2ccccc2C1=O)NCC1CCCO1 (stereo unspecified)
 : .	4%	11%	.
CCOC(=O)c1c(NC(=O)COc2ccccc2F)sc2c1CCCC2
 : -0.7%	-8%	14%	-3%[10.9 µM]
COc1ccc(CNC(=O)C2=CC(c3ccc(OC)c(OC)c3)=NS(=O)(=O)N2C)cc1
 : 6.9%	9%	?	-3%[10.9 µM]
CCOc1ccc(NCC2CCOC(C)(C)C2)cc1 (stereo unspecified)
 : 1.6%	12%	8%	-5%
CCOC(=O)N1CCN(c2nc(-c3ccc(Cl)cc3)cs2)CC1
 : .	-19%	-17%	.

Next records:
Sequence of screens: IkB sig inh	p53ts 32C tox	p53ts 39C kill	Imprint erasure
CCOC(=O)c1cccnc1SCC(=O)N(CC)c1cccc(C)c1
 : ?	8%	-28%	-15%[10.9 µM]
COc1ccc(NC(=O)CC2C(=O)N(c3ccc(F)cc3)C(=O)N2Cc2cccnc2)cc1 (stereo unspecified)
 : 0.2%	-1%	-10%	9%[10.9 µM]
CC(C)(C)NC(=O)CSc1nncn1NCc1ccccc1
 : -2.7%	5%	-3%	-2%
O=C(NCC(c1cccnc1)N1CCOCC1)C(=O)Nc1cccc(Cl)c1 (stereo unspecified)
 : ?	2%	0%	8%[10.9 µM]
COc1ccc(F)cc1S(=O)(=O)Nc1ccc2c(c1)CCCN2C(=O)c1cccs1
 : ?	18%	-12%	-8%[10.9 µM]
COc1ccccc1CNCc1ccc(OC)c(OC)c1OC
 : .	-6%	4%	.
CCCCN(CCCNC(=O)c1cc(Nc2ccccc2OC)nc2ccccc12)c1ccccc1
 : -2.0%	5%	18%	-13%[10.9 µM]
COc1ccc(Nc2nc3ccccc3c3nnc(C)n23)cc1Cl
 : 2.0%	5%	-25%	9%[10.9 µM]
Nc1nc2ccc(O)cc2s1
 : .	1%	-6%	.
c1ccc(CNc2ncnc3c2cnn3Cc2ccccc2)cc1
 : .	-3%	-2%	.
COC(=O)c1ccccc1NC(=O)c1nc(S(=O)(=O)Cc2ccccc2F)ncc1Cl
 : 12%	4%	16%	13%[10.9 µM]
CCOC(=O)COc1ccc2nsnc2c1Cl
 : -3.2%	-2%	-1%	-1%
COC(=O)c1cc2c(C)nn(-c3ccccc3)c2s1
 : -0.9%	-4%	-7%	.
COc1ccc(S(=O)(=O)Nc2ccc(O)c(Sc3ncn[nH]3)c2)cc1
 : .	-10%	-12%	.
Cc1nc(-n2nc(C)c(CCC(C)C)c2C)sc1C(=O)Nc1ccc(Br)cc1
 : -0.6%	0%	0%	-14%[10.9 µM]
O=C(O)c1cccc(Cn2cccn2)c1
 : 0.6%	1%	-1%	-10%
CN(Cc1ccco1)c1ccnc(-c2ccccc2C(F)(F)F)n1
 : 0.7%[11.4 µM]	-2%	-4%	?
COC(=O)c1ccccc1NC(=O)CCNC(=O)Cn1cnc2ccccc2c1=O
 : 1.0%	1%	1%	-4%
CN(Cc1ccccc1)S(=O)(=O)c1ccc(-c2cnc(C3CC3)o2)cc1
 : ?	-9%	-15%	-14%[10.9 µM]
Clc1ccccc1N1CCN(c2ncnc3c2c(-c2ccccc2)cn3-c2ccccc2)CC1
 : -0.6%	13%	-8%	-15%[10.9 µM]
CCc1ccc(-n2nc(CO)c(C(=O)NCCCCc3ccccc3)n2)cc1
 : 1.8%	13%	-11%	-15%[10.9 µM]
O=C(CCCCCn1c(=S)[nH]c2cc3c(cc2c1=O)OCO3)N1CCN(Cc2ccccc2)CC1
 : 3.1%	-13%	-3%	-27%
COC(=O)[C@@H]1CC[C@H](C)[C@@H](c2ccc(C)cc2)N1C(=O)c1ccc(/C=N\O[C@@H](C)c2cn([C@H]3COC[C@H]3O)nn2)cc1
 : .	4%[9.22 µM]	13%[9.22 µM]	.
COc1ccc(S(=O)(=O)NCC(c2ccco2)N2CCN(c3ccc(F)cc3)CC2)cc1C (stereo unspecified)
 : ?	-7%	-22%	-14%[10.9 µM]
CCC(C)[C@H](NC(=O)Nc1ccc(C(C)=O)cc1)C(=O)OC (stereo partly specified)
 : 0.5%	2%	5%	-11%
Cc1ccccc1OCc1nc(-c2ccc(NC(=O)c3ccco3)cc2)no1
 : -0.9%	?	?	-36%[inhibitor]
